Assay outcomes from PubChem.
Hck Nef HTS: inhibitors of human Hck kinase activated by Nef; P08631; Recombinant Hck-YEEI plus Nef, Z-Lyte FRET kinase assay; inhibition, % at 20 µM; 220,000 tested, 0.68% active; AID 463187;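 active means Hck-Nef kinase inhibition above about 50%, limit read from the data; inactive means inhibition below that limit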;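 further: 0% = DMSO with Hck plus Nef and 100% = Hck alone without Nef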
Target sequence (P08631 whole entry, looked up): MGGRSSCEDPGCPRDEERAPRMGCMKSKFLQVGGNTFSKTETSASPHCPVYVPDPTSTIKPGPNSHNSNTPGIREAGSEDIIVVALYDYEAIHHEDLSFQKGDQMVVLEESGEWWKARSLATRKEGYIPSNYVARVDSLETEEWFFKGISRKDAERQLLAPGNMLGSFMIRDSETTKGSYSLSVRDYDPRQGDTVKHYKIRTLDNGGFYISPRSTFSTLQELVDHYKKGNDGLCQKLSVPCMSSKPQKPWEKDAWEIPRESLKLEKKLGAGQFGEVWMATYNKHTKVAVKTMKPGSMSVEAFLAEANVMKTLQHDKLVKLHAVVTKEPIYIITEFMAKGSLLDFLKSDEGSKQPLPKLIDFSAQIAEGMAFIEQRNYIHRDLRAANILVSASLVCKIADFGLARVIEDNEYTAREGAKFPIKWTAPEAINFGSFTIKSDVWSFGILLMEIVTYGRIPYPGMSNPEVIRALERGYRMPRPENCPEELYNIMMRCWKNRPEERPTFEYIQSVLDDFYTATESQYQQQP
zVAD death inh: L929 zVAD cell death inhibition | L929 zVAD necroptosis rescue, ATP luminescence, 24 h; with zVAD 60 µM | AID 1377 | 220,000 tested, 0.38% active | viability rescue, % at 10 µM;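 active means activation, scaled between plate controls, above about 75%, limit read from the data; inactive means activation under that limit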;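 further: 0% = zVAD with DMSO and 100% = DMSO alone without zVAD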
RBBP9 inhibitor: blocks human serine hydrolase RBBP9; inhibition, % at 7.94 µM; O75884; 220,000 tested, 0.2% active; AID 1515; recombinant RBBP9, FP-Rh probe fluorescence polarization;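 active means inhibition above the campaign mean of all tested compounds plus 3 SD, cut at about 14% in these data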;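 further: plate controls were DMSO wells with RBBP9 for no effect and wells lacking RBBP9 protein for full effect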
Target sequence (O75884 whole entry, looked up): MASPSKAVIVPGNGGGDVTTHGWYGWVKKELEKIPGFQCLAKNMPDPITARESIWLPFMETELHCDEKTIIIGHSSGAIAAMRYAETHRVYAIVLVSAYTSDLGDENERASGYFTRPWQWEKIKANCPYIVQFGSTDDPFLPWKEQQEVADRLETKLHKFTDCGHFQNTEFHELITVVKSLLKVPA
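System: RBBP9 protein / Quantity: 2.5 µM RBBP9 dispensing solution, before mixing / Also added: Serine-hydrolase probe FP-Rh, 375 nM pre-mixing / Dosing: 7.94 µM single dose, 0.794% DMSO / Timing: enzyme-compound preincubation 30 min, then probe labeling 45 min, 25 °C / Signal: FP readout at 525/598 nm / Controls: DMSO-treated enzyme wells and wells lacking RBBP9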
PGE2 EP2 inh: EP2 receptor (human) inhibition. P43116. C6 glioma cells expressing human EP2, cAMP TR-FRET; cells stimulated with saturating PGE2. inhibition, % at 25 µM. 260,000 tested, 0.52% active. AID 1422;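 active means percent inhibition above 40 after rounding to a whole number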;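 further: rat C6 glioma host cells with rolipram phosphodiesterase inhibitor present; the protocol text gives 20 µM as final concentration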
Target sequence (P43116 whole entry, looked up): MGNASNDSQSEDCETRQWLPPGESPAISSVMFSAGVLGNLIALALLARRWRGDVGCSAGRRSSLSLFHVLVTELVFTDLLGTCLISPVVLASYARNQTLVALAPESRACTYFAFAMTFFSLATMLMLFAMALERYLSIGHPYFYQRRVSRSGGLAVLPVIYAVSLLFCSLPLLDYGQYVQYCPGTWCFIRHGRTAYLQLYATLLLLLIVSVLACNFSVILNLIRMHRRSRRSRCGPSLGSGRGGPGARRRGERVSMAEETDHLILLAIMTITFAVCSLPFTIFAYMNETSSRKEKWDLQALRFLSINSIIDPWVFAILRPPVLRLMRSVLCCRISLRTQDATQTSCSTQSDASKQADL
PERK inh: inhibitors of human PERK kinase | Q9NZJ5 | AID 1416 | CHO PERK-DD fusion, SEAP luminescence translation reporter | 220,000 tested, 0.17% active | inhibition, % at 5.6 µM;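 active means inhibition above the mean inhibition of all tested compounds plus 3 SD, set separately per screening campaign, cut at about 2.9% in these data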;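 further: PERK kinase domain activated by AP20187 dimerizer at 100 nM; 0% = DMSO with dimerizer and 100% = rapamycin at 8.4 µM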
EP2 mod: modulators of human EP2 prostaglandin E2 receptor | AID 940 | induction, % at 25 µM | EP2-expressing cells, cAMP HTRF FRET, PGE2 co-stimulation | P43116 | 260,000 tested, 0.83% active;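 active means compounds whose cAMP rise, as percent of the full-agonist control response, exceeds 60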;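 further: rat C6 glioma line stably carrying human EP2 under a CMV promoter; the protocol text gives 20 µM as final concentration; 100% = response of wells given 1 µM PGE2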
TNF necrop inh: TNF-alpha cell death inhibition in Jurkat FADD-/- cells. Jurkat FADD-/- TNF necroptosis rescue, ATP luminescence, 24 h; 0 = TNF only, 100 = no-TNF cells. activation (protection from cell death), % at 10 µM. 220,000 tested, 0.068% active. AID 463075;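 active means activation, meaning protection from cell death, of at least 50% relative to plate controls; inactive means activation below 50%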;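 further: necroptosis triggered by 40 ng/mL TNF-alpha added together with compound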
Runt-SMMHC FRET: inhibitors of human RUNX1 Runt domain binding to CBFb-SMMHC | Cerulean-Runt/Venus-CBFb-SMMHC FRET ratio 530/480, 1 h | inhibition, % at 20 µM | 220,000 tested, 0.74% active | Q01196+Q13951 | AID 1434;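 active means mean inhibition across duplicate retests at 20 µM reaching about 50%, limit read from the data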;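 further: 0% = DMSO wells and 100% = wells with excess untagged CBFb-SMMHC; inhibitors lower the FRET ratio by blocking Runt binding to CBFb-SMMHC; some results filed as inactive read as strong as hits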
Runt-CBFb FRET: inhibitors of human RUNX1 Runt domain binding to CBFb. 220,000 tested, 0.46% active. Cerulean-Runt/Venus-CBFb FRET ratio 530/480, 1 h. inhibition, % at 20 µM. Q01196+Q13951;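 active means inhibition over about 50% at 20 µM in the single-dose screen, limit read from the data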;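 further: 0% = DMSO wells and 100% = excess unlabeled CBFb competitor control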
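Schedule: protein complex preformed 1 h, compound exposure 1 h, room temperature, dark; test system: Cerulean-labeled Runt domain protein; amount: 100 nM per protein; buffer or medium: Tris 50 mM pH 7.5, KCl, K2SO4, 0.01% BSA; read-out: loss of energy transfer signal; detection: FRET fluorescence; controls: 5 µM unlabeled CBFb as full-inhibition high control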
* marks the source's active call; other numbers are inactive results; . = not tested or not shown; & = joins results of further samples. Some of the compounds tested; the hit share may differ from the screen's.

SMILES | Hck Nef HTS | zVAD death inh | RBBP9 inhibitor | PGE2 EP2 inh | PERK inh | EP2 mod | TNF necrop inh | Runt-SMMHC FRET | Runt-CBFb FRET
CC1CN(C(=O)N[C@@H](Cc2ccccc2)C(=O)O)CC(C)O1 (stereo not given in full) | -1 | 0.8 | -2 | 11 | 1.2 | 18 | -0.4 | 1 | 1
CN(C)c1ccc(NC(=O)COC(=O)c2cc(=O)c3ccccc3o2)cc1 | 10 | . | -5 | 4 | 1.5 | 31 | 1.2 | 3 | 2
CCCc1nc2ccccc2n1CCOC | 1 | 0.6 | -3 | 8 | -0.2 | 7 | 0.1 | -1 | -1
NCCCCCc1nnc(SCC(=O)Nc2cccc(Cl)c2)o1 | 0 | -0.1 | -9 | 9 | 0.5 | -32 | -2.6 | -3 | 0
Cc1ccc2c(c1)C(c1ccc(O)cc1)(c1ccc(O)cc1)C(=O)N2C | 0 | -0.2 | 3 | 5 | 1.5 | 50 | -1.6 | -3 | 0
CCOC(=O)c1cc([N+](=O)[O-])sc1NC(=O)c1ccc(S(=O)(=O)N2CC3(C)CC2CC(C)(C)C3)cc1 (stereo not given) | 1 | -0.1 | 12 | 3 | 0.0 | -54 | 0.1 | -8 | 0
Cn1cc(S(=O)(=O)N2CCN(c3ccccc3)CC2)c(=O)n(C)c1=O | 1 | 0.1 | -2 | 8 | 0.4 | -7 | -0.5 | -2 | 0
COc1ccc(/C=C/C(=O)NCC(=O)N/N=C(\C)Cc2ccccc2)cc1 | 17 | 0.8 | -9 | 8 | -0.7 | 4 | -2.3 | 1 | -1
CCC(C)(C)C1CCc2[nH]nc(C(=O)N/N=C(\C)c3ccco3)c2C1 (stereo not given) | 21 | 7.2 | -9 | 5 | -0.5 | -63 | -16 | 0 | 0
Cc1cc(C(=O)NCCN2C(=O)S/C(=C\c3cccs3)C2=O)ccc1[N+](=O)[O-] | -3 | 0.5 | -8 | 4 | 0.3 | -56 | 1.0 | -1 | -1
FC(c1nc2ccccc2[nH]1)C(F)(F)F (stereo not given) | 30 | 14 | -5 | 7 | 0.5 | 15 | 1.6 | -3 | 2
Cc1onc(-c2ccccc2)c1C(=O)c1c[nH]c(C(=O)NCCCN2CCOCC2)c1 | 30 | 1.3 | -2 | 1 | 1.2 | 7 | 1.5 | 3 | 0
O=C(NCCCN1CCCC1)C1CCC(=O)N1C1CCCCC1 (stereo not given) | 0 | 1.4 | -1 | 14 | -0.1 | 2 | 1.0 | -2 | 1
O=C(O)CSCC(=O)Nc1ccc(S(=O)(=O)N2CCCCC2)cc1 | 2 | 1.1 | -4 | 15 | 1.3 | 2 | 0.6 | 1 | -1
Cc1ccccc1Nc1nc2ccccc2s1 | 0 | 2.7 | -4 | 15 | 0.9 | 17 | 8.3 | -1 | 2
Cc1ccc(/C=N/n2c(COc3ccccc3)n[nH]c2=S)o1 | -1 | 1.5 | -4 | 1 | -0.1 | 18 | -3.6 | 9 | 16
CCOc1cc(N2CCOCC2)c(OCC)cc1NC(=O)COC(=O)c1cc(C)cc(C)c1 | 1 | 1.8 | -7 | 12 | 0.2 | 40 | 3.1 | -4 | -1
CCOc1ccc(NC(=O)COc2ccc(OC)cc2)cc1 | 18 | 0.7 | -2 | 12 | 0.2 | -31 | -0.9 | 4 | 1
Cc1cc(C)c2cc(CN(CCO)Cc3nnnn3Cc3ccc(F)cc3)c(=O)[nH]c2c1 | 0 | 0.0 | -4 | 16 | -0.3 | -29 | -0.1 | -2 | -1
CC(Sc1nc2ccccc2s1)C(=O)c1c(N)n(C)c(=O)n(C)c1=O (stereo not given) | 18 | 39 | -4 | 9 | -1.1 | -27 | -0.1 | 4 | -3
COc1cc(-c2noc(C3CCCN(S(=O)(=O)c4cccc(Cl)c4)C3)n2)cc(OC)c1OC (stereo not given) | 6 | 0.8 | -5 | 3 | -0.5 | 2 | -1.0 | -2 | -4
COc1ccc(NC(=O)c2cc(S(=O)(=O)Nc3ccc(OC)cc3)cs2)cc1 | -1 | 0.9 | -7 | 10 | -1.3 | -32 | -1.6 | 8 | 2
CCOc1ccc(N2C(=O)C3C(c4ccccc4)=NN(c4ccccc4)C3C2=O)cc1 (stereo not given) | 15 | 1.0 | -4 | 16 | 0.6 | 24 | 0.1 | 34 | 10
O=C(CSCc1c(Cl)cccc1Cl)Nc1ccc2c(c1)OCO2 | -18 | -0.3 | -6 | 20 | 0.1 | -35 | 0.3 | -3 | 1
O=C(c1ccc(Cl)cc1)C1CCCN(Cc2cccn2-c2ccccn2)C1 (stereo not given) | 20 | -1.4 | -11 | 8 | -1.0 | -77 | 4.2 | 2 | 0
CCOc1ccc(CC2c3cc(OCC)c(OCC)cc3CCN2C(=O)c2cc(OC)c(OC)c(OC)c2)cc1OCC (stereo not given) | 2 | 0.1 | 3 | 11 | 0.0 | 37 | 2.4 | -6 | -3
O=C(Cc1ccc([N+](=O)[O-])cc1)Nc1cc(C(F)(F)F)cc(C(F)(F)F)c1 | 15 | 53 | 6 | 10 | 0.8 | -12 | 3.4 | 2 | 1
C(#CC12CC3CC(CC(C3)C1)C2)CN1CCOCC1 | 23 | 4.7 | -1 | 5 | 2.5 | -9 | -0.5 | 3 | 1
O=S(=O)(c1ccc(F)cc1)N1CCN(C(=S)NC2CCCC2)CC1 | 1 | 0.8 | 2 | 5 | 1.2 | -12 | 2.3 | 2 | 0
COc1ccc(CNC(=O)CS(=O)CC(=O)O)cc1OC (stereo not given) | -10 | 3.2 | -2 | -4 | 1.2 | 36 | 0.0 | -1 | 1
Cc1ccccc1OCC(=O)NCCN(C)C | 1 | 0.2 | -1 | 10 | 0.6 | -6 | -2.2 | -5 | -1
CCOC(=O)c1c(NC(=O)CN2CCOCC2)sc2c1CC(C)(C)OC2 | 0 | 5.1 | -2 | 10 | -1.8 | 11 | -0.1 | -11 | -6
CCn1cc(C2=NOC(C(=O)Nc3ccccc3C(=O)OC)C2)c(C)n1 (stereo not given) | 1 | 0.6 | 8 | 3 | 0.9 | 9 | -1.3 | -1 | -3
Cc1ccc(N(CC(=O)Nc2ccc(C)cc2C)S(=O)(=O)N2CCCC2)cc1 | -9 | -0.3 | -4 | 8 | -1.5 | 27 | 0.2 | -2 | 1
Cc1cccc(-c2nc(CS(=O)CC(=O)N3CCN(C)CC3)c(C)o2)c1 (stereo not given) | 7 | 0.7 | 0 | 10 | 1.2 | 15 | 0.4 | 1 | 2
O=C(NCC(c1cccnc1)N1CCN(c2ccccc2)CC1)c1ccco1 (stereo not given) | 5 | 0.2 | -8 | 6 | -0.2 | . | -0.2 | . | .
O=C(CN1c2ccccc2Sc2ccccc21)NNC(=S)Nc1ccc(Cl)cc1Cl | 0 | -0.3 | -4 | . | 1.8 | -16 | -3.3 | -3 | 0
Cc1cc(C)nc(N(C#N)CCOc2ccccc2)n1 | 1 | 0.1 | -3 | 20 | 0.2 | 7 | -0.9 | -2 | 0
O=C(CNC(=O)c1cccs1)N/N=C/c1c[nH]c2ccccc12 | 25 | -0.2 | -6 | 4 | 0.0 | -77 | 2.2 | 2 | 2
CN(C)CCCN(C(=O)COc1ccccc1)c1nc2c(F)cccc2s1 | 17 | 0.9 | -2 | 5 | 0.5 | -46 | 1.7 | -1 | 1
COc1cccc(NC(=O)C/C(C)=N/NC(=O)c2ccccc2Cl)c1 | 19 | -0.2 | 1 | 3 | 0.7 | 13 | 4.8 | -3 | -1
CN(CC(=O)NC1CCCCC1)S(=O)(=O)c1ccc(Cl)cc1 | 6 | -0.6 | -5 | 4 | 1.1 | -3 | -2.1 | 0 | 1
Cc1cc(C)c(N(C(=O)CN2C(=O)c3ccccc3S2(=O)=O)C(C(=O)NCC2CCCO2)c2ccc(F)cc2)c(C)c1 (stereo not given) | 4 | 0.3 | 3 | 7 | -0.4 | 34 | -0.3 | -5 | -4
Cc1ccc(C)n1CCN1CCN(C(=O)c2ccc(Cl)cc2)CC1 | 2 | -0.4 | -2 | 11 | 0.5 | -22 | -0.7 | -1 | 0
CC(=O)c1ccc(NC(=O)CC23CC4CC(C2)CC(n2nnc(C)n2)(C4)C3)cc1 | -25 | 0.7 | -10 | 8 | -0.3 | -44 | 0.3 | 3 | 1
CCN(CC)CCCN=Cc1c(O)n(-c2ccc(C)cc2)c(=O)c2ccccc12 | 15 | -0.3 | -11 | 11 | -0.7 | -18 | 1.7 | 1 | 2
O=C(NCC1CCNCC1)c1ccncc1 | -1 | 0.6 | -13 | 11 | -0.2 | 18 | -0.4 | 0 | 0
CCCNC(=S)N1CCN(C)CC1 | 1 | 0.1 | -5 | 11&9 | 1.7 | 7&17 | 0.9 | -2 | 1
Cc1ccnn1CC(=O)N/N=C/c1c[nH]c2ccccc12 | 6 | 0.6 | -5 | 6 | -0.1 | -39 | -2.3 | 0 | 1
Cc1ccc(CNC(=O)C2CCCCC2C(=O)O)cc1 (stereo not given) | 1 | 0.1 | 2 | 6 | 1.8 | -19 | -2.1 | -4 | 0
Cc1cccc(Cc2nnc(CCC(=O)N(CC3CC3)CC3CCCO3)o2)c1 (stereo not given) | 16 | 0.0 | -5 | 5 | -0.1 | 3 | 0.1 | 3 | -3
Cc1cnc(-c2nnc(N(C)C(=O)C3CCCO3)s2)cn1 (stereo not given) | 1 | 0.1 | 5 | 10 | -0.4 | 8 | 0.5 | 4 | 1
Cc1ccc(-c2nnn(CC(=O)N(Cc3cccs3)C(C(=O)NC(C)(C)C)c3ccc(C)o3)n2)o1 (stereo not given) | -13 | -1.1 | -9 | 4 | -1.6 | 40 | -5.0 | 3 | 0
COc1cc(O)c(C(CC(=O)N2CCN(c3ccccc3)CC2)c2ccc(N(C)C)cc2)c(OC)c1 (stereo not given) | 3 | -0.5 | . | 16 | . | 3 | 1.9 | 1 | 7
COc1ccccc1NC(=O)CN1C(=O)C2(OCCCO2)c2ccccc21 | -2 | 0.4 | -3 | 6 | 0.1 | 17 | 2.8 | 0 | 2
C=CCNC(=O)CN(c1ccccc1OCC)S(=O)(=O)c1ccc(C)cc1 | -1 | -0.4 | 0 | 9 | -2.1 | 27 | -0.8 | -22 | -1

Part of the list above, field by field:
compound: Cc1cnc(-c2nnc(N(C)C(=O)C3CCCO3)s2)cn1 (stereo not given)
  Hck Nef HTS: 1 | zVAD death inh: 0.1 | RBBP9 inhibitor: 5 | PGE2 EP2 inh: 10 | PERK inh: -0.4 | EP2 mod: 8 | TNF necrop inh: 0.5 | Runt-SMMHC FRET: 4 | Runt-CBFb FRET: 1
compound: Cc1ccc(-c2nnn(CC(=O)N(Cc3cccs3)C(C(=O)NC(C)(C)C)c3ccc(C)o3)n2)o1 (stereo not given)
  Hck Nef HTS: -13 | zVAD death inh: -1.1 | RBBP9 inhibitor: -9 | PGE2 EP2 inh: 4 | PERK inh: -1.6 | EP2 mod: 40 | TNF necrop inh: -5.0 | Runt-SMMHC FRET: 3 | Runt-CBFb FRET: 0
